High-throughput results as filed in PubChem.
M5 PAM: positive allosteric modulators of human muscarinic M5 receptor | P08912 | CHO-K1 hM5, Fluo-8 calcium, ACh EC20 PAM; 0% = ACh EC20, 100% = ACh EC100 | activation, % at 3 µM | 360,000 tested, 0.3% active | AID 624038;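 active = activation above the run cutoff, the mean activation of all test compounds plus 3 SD, cut at about 18% in these data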
Target sequence (P08912 whole entry, looked up): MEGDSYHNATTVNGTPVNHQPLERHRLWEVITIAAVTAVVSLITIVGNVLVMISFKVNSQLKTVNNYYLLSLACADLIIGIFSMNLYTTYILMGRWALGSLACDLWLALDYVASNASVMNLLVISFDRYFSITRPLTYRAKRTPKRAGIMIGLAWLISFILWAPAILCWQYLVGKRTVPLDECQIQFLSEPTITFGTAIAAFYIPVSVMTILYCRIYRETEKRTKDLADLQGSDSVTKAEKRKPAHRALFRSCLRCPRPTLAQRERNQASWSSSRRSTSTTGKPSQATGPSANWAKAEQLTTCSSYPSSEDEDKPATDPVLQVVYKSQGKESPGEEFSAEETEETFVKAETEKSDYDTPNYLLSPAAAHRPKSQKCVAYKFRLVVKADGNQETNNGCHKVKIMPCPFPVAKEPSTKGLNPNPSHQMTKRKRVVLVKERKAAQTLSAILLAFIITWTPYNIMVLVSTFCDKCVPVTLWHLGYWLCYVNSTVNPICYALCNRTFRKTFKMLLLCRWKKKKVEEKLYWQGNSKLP
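Probe or stimulus: acetylcholine, EC20 level; Assay system: human M5 receptor in CHO-K1 cells; Schedule: compound preincubation 140 s before EC20 acetylcholine addition; Technique: intracellular calcium via Fluo-8 fluorescence; Dosing: single-point, 3 µM nominal; Read-out basis: percent activation from peak-over-basal fluorescence ratio, scaled EC20-to-EC100 acetylcholine; Repeats: one well per compound, no replicates.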
CHRM4 antagonist: blocks acetylcholine activation of human M4 receptor | CHO-hM4 cells, ACh EC80, Fluo-8 calcium fluorescence | inhibition, % at 3 µM | 360,000 tested, 0.73% active | AID 624125;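 active = inhibition above its plate's cutoff, the mean inhibition of sample wells plus 3 SD, cut at about 27% in these data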;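 also: 0% = acetylcholine EC80 with DMSO and 100% = DMSO without agonist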
M5 ag: CHRM5 agonism in calcium assay; P08912; CHO-K1 hM5 cells, Fluo-8 calcium fluorescence; 0% DMSO wells, 100% maximal acetylcholine response; activation, % at 3 µM; 360,000 tested, 0.19% active; AID 624037;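 active = activation above the run's mean over test compounds plus 3 SD, cut at about 23% in these data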;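 also: signal is peak over basal fluorescence ratio across the kinetic read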
M4 ag: agonists of human muscarinic M4 receptor (CHRM4); P08173; CHO-K1 hM4/Gqi5, Fluo-8 calcium fluorescence; vehicle 0%, full acetylcholine response 100%; activation, % at 3 µM; 360,000 tested, 0.14% active;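 active = activation above the run mean over all test wells plus 3 SD, cut at about 32% in these data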;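 also: peak over basal fluorescence ratio per well then scaled between controls; 0% = DMSO wells and 100% = acetylcholine at EC100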
CRFR2-BP antag: CRF-BP/CRF-R2 complex antagonism. 350,000 tested, 0.59% active. inhibition, % at 11.8 µM. HEK293 CRF-R2/CRF-BP, CRF-induced calcium fluorescence;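 active = inhibition of the ligand-induced calcium signal above about 50% at the single tested concentration, limit read from the data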
CRFBP-R2 agonist: CRF-BP/CRF-R2 complex agonism; activation, % at 13.2 µM; HEK293 CRF-R2/CRF-BP, calcium dye fluorescence (FLIPR); percent of saturating CRF peptide response; 350,000 tested, 0.46% active;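 active = activation of at least 50%, plus an integration ratio under a set limit after plate pattern correction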;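 also: plate controls were neutral control wells without compound for no effect and CRF at EC100 for full effect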
M5 antag: blocks acetylcholine activation of human M5 receptor | CHO-hM5 cells, Fluo-8 calcium fluorescence, ACh EC80 | inhibition, % at 3 µM | 360,000 tested, 0.59% active;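 active = inhibition above a per-plate cutoff, the mean of that plate's test compounds plus 3 SD, cut at about 27% in these data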;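 also: 0% = acetylcholine EC80 with DMSO and 100% = DMSO without agonist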
CHRM4 PAM: potentiates acetylcholine response at human M4 receptor | activation, % at 3 µM | 360,000 tested, 0.4% active | AID 624126 | CHO-K1 hM4/Gqi5, Fluo-8 calcium fluorescence, ACh EC20; 0% = ACh EC20, 100% = maximal ACh | P08173;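 active = activation above its plate's cutoff, the mean activation of sample wells plus 3 SD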; also: some results filed as inactive read as strong as hits
M1 PAM: potentiates human M1 receptor response to acetylcholine | CHO-K1 hM1, Fluo-8 calcium fluorescence, ACh EC20; 0% = ACh EC20, 100% = maximal ACh | 360,000 tested, 0.088% active | activation, % at 3 µM; in the data active = activation above about 19%, passing the limit was not always enough
Target sequence (P11229 whole entry, looked up): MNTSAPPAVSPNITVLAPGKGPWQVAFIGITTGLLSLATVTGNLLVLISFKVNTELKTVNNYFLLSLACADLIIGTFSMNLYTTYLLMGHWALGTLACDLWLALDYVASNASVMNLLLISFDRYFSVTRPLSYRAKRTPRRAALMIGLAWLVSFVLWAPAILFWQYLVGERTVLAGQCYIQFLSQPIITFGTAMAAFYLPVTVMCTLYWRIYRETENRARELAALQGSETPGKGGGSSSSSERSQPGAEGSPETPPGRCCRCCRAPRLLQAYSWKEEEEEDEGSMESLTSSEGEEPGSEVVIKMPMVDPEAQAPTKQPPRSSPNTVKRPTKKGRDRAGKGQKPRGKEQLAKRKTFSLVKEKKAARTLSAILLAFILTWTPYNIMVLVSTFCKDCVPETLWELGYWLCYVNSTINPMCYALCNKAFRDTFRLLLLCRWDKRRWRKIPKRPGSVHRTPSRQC
* hit, by the source's call; nt = not tested or not shown.

Preview:
The line under a structure holds: M4 ag | CHRM4 PAM | CRFR2-BP antag | M1 PAM | M5 ag | M5 antag | M5 PAM | CHRM4 antagonist | CRFBP-R2 agonist
CCNC(=O)NC(=O)C(C)OC(=O)c1cc(S(=O)(=O)N2CCCCCC2)ccc1OC (configuration not stated)
    14 | -5 | -7 | -11 | 1 | 8 | -26 | 6 | -1.5
CCO[C@@H]1OC(C(=O)NCc2ccccc2)=C[C@H](C2CC2)[C@H]1CCCO
    1 | 12 | -2 | 1 | -7 | 10 | -2 | -15 | -2.8

Main list, from the start:
The line under a structure holds: M4 ag | CHRM4 PAM | CRFR2-BP antag | M1 PAM | M5 ag | M5 antag | M5 PAM | CHRM4 antagonist | CRFBP-R2 agonist
CCNC(=O)NC(=O)C(C)OC(=O)c1cc(S(=O)(=O)N2CCCCCC2)ccc1OC (configuration not stated)
    14 | -5 | -7 | -11 | 1 | 8 | -26 | 6 | -1.5
CCO[C@@H]1OC(C(=O)NCc2ccccc2)=C[C@H](C2CC2)[C@H]1CCCO
    1 | 12 | -2 | 1 | -7 | 10 | -2 | -15 | -2.8
CO/N=C(/C(=O)N[C@@H]1C(=O)N2C(C(=O)O)=CCS[C@H]12)c1cnc(N)s1
    0 | 3 | nt | 3 | 2 | -5 | 3 | -4 | nt
CN(CC1COCCO1)C(=O)c1cc(COc2c(F)cccc2F)on1 (configuration not stated)
    3 | 23* | -15 | 15 | 0 | 0 | 0 | 2 | -1.2
Cc1ccc2cc3c(N)c4c(C)ccc(C)c4nc3nc2c1
    3 | 6 | -35 | 11 | 5 | 1 | -6 | -6 | 15
CCOC(=O)c1cccc(OC(=O)CCNC(=O)c2ccc(Cl)cc2)c1
    2 | 0 | 1 | -6 | -2 | 14 | -3 | -2 | -1.4
CN(C)Cc1ccccc1Cc1ccccc1
    0 | 5 | 2 | 2 | -6 | 8 | -5 | 1 | -1.8
COc1cc(/C=N/N2CCOCC2)ccc1OC(=O)c1ccco1
    1 | 0 | -5 | 8 | 1 | 11 | -4 | -12 | -1.1
O=C(CC(c1ccccc1)c1ccccc1O)NCc1ccccc1 (configuration not stated)
    2 | -4 | 20 | 2 | -1 | -2 | 0 | -4 | 0.9
N#CCCN(C(=O)CO/N=C/c1cccc([N+](=O)[O-])c1)c1ccccc1
    1 | -3 | 4 | 9 | 0 | 2 | -3 | 0 | -0.9
O=C(COC(=O)c1ccc(Cl)nc1)NCCC1=CCCCC1
    1 | -4 | -5 | 7 | -3 | 6 | 6 | -1 | 0.2
CN1OC[C@@H]2CN(C(=O)Nc3ccccc3)[C@H](c3ccc(N4CCCCC4)cc3)C[C@@H]21
    1 | 11 | nt | 2 | -4 | 0 | -6 | -25 | nt
CCc1ccc(NC(=O)C2CCCN(S(=O)(=O)c3cnc[nH]3)C2)cc1 (configuration not stated)
    1 | 7 | -6 | 7 | -1 | -5 | 2 | -10 | -0.4
COC(=O)c1ccc(NC(=O)c2cccc(N3C(=O)CCC3=O)c2)cc1
    3 | -1 | 0 | 6 | 5 | 6 | -6 | -5 | 0.5
COc1cc(OC)cc(C(=O)Nc2nnc(NC(=S)Nc3ccccc3)s2)c1
    0 | 8 | -96 | 8 | 0 | -4 | 3 | 2 | 5.3
Cc1cc(C(=O)NCc2ccc(S(N)(=O)=O)cc2)ccc1[N+](=O)[O-]
    1 | 5 | 15 | 4 | -3 | -5 | 2 | 4 | 1.1
CCOC(=O)C1CCN(C(=O)c2cccnc2Oc2ccccc2)CC1
    3 | 8 | 0 | 3 | 3 | 2 | 5 | 4 | -0.9
O=S(=O)(NCc1csc(-c2ccccc2)n1)c1ccc(Cl)s1
    2 | 3 | -3 | 6 | -1 | -5 | -2 | -13 | 4.4
Cc1ccc2nc(SCC(=O)Nc3cc(C(F)(F)F)ccc3N3CCOCC3)[nH]c2c1
    0 | 11 | -11 | 8 | -3 | -4 | 1 | -4 | 2.9
CCOC(=O)c1csc(NC(=O)Nc2cccc(Cl)c2)n1
    2 | -4 | -2 | -1 | 1 | -4 | 0 | -4 | -2.9
N#Cc1nc(-c2ccc(F)cc2)oc1NCc1ccco1
    2 | 13 | -9 | 9 | 0 | -14 | 15 | -6 | -5.3
NC(=O)c1nsc(C(=O)N(CC(=O)NCc2ccc3c(c2)OCO3)C2CCCCC2)c1N
    10 | -8 | -4 | -9 | 0 | 8 | -13 | -11 | -0.4
COc1ccc(CC(=O)N2CCN=C2SC)cc1OC
    0 | -5 | 3 | 0 | 3 | 7 | -2 | -2 | -0.1
COCCCN1C(=O)C(CC(=O)NCC2CCCCC2)CC(C(=O)N(C(C)C)C(C)C)=C1C (configuration not stated)
    0 | 1 | nt | 0 | -1 | -2 | 8 | -5 | nt
O=C(COc1ccc(C(=O)c2ccc(F)cc2)cc1)NCc1ccc(F)cc1
    11 | -6 | 7 | -1 | 2 | 4 | -11 | -3 | -0.3
Cc1ccsc1C1C(C#N)=C(N)OC2=C1C(=O)CCC2 (configuration not stated)
    1 | 26 | -4 | 10 | -3 | -2 | 14 | 11 | -3.9
CS(=O)(=O)CCC(C(=O)OCC(=O)c1ccc(Cl)cc1)N1C(=O)c2ccccc2C1=O (configuration not stated)
    1 | -3 | -1 | 10 | 1 | -2 | -2 | 0 | 1.0
CC(=O)Nc1ccc(S(=O)(=O)N(Cc2cccnc2)Cc2cc3ccc(C)cc3[nH]c2=O)cc1
    5 | -4 | -4 | 1 | -3 | 3 | -2 | -3 | -1.0
Oc1ccccc1/C=N/n1cnnc1
    1 | 3 | 2 | 5 | 1 | -4 | 1 | 0 | -0.2
C=CCOc1ccc(CNCCc2ccc(S(N)(=O)=O)cc2)cc1
    1 | -19 | -34 | -27 | -10 | 5 | -3 | 19 | -1.1
COc1ccc(Cl)c(Cn2c(NCc3ccco3)nc3c2c(=O)n(C)c(=O)n3C)c1
    0 | 7 | 4 | 4 | -3 | 5 | 0 | 0 | -3.2
Cc1ccc(N2CCN(S(=O)(=O)c3cccs3)CC2C)cc1 (configuration not stated)
    4 | -4 | -9 | 14 | -1 | 6 | 0 | 2 | -0.4
N#Cc1c(N2CCCCC2)nc(N)c2c(N)nc3c(c12)CC(CCl)O3 (configuration not stated)
    2 | -2 | 10 | 1 | -4 | 8 | -1 | -8 | 0.1
Cc1cccc(CNC(=O)CCn2ccc3cc(S(=O)(=O)N4CCCC4)ccc32)c1
    3 | -1 | -10 | 0 | -4 | 21 | -6 | 4 | 0.2
COC(=O)N1CC(c2ccccc2)CC1=O (configuration not stated)
    0 | 11 | 24 | 3 | -3 | 5 | 0 | -4 | -1.6
CC1(C)Cc2c(oc3ncn4ncnc4c23)CO1
    0 | 2 | -12 | -3 | -1 | 5 | -5 | 3 | 0.2
Cc1cccc(C(=O)Nc2c(C(=O)N3CCN(C)CC3)cnn2-c2ccccc2)c1
    2 | 1 | -8 | 6 | -3 | -9 | 3 | -4 | -1.0
O=C(NCCCn1ccnc1)c1ccc(N2CCCCCC2)c([N+](=O)[O-])c1
    8 | -15 | -16 | -9 | -5 | 5 | -10 | -1 | 2.4
FC(F)(F)c1cnc(N2CCN(C(=S)NCc3ccccc3)CC2)c(Cl)c1
    5 | -22 | 0 | -9 | -7 | 4 | -10 | -7 | 2.8
O=C(COC(=O)CCCC1=NS(=O)(=O)c2ccccc2N1)Nc1ccccc1
    2 | -6 | -12 | 3 | -2 | 13 | -6 | 12 | 1.4
COc1c(O)cc2oc(-c3ccc(O)cc3)cc(=O)c2c1O
    -1 | -2 | 0 | -12 | -3 | 14 | -10 | -2 | -6.3
N#C/C(=C(/O)COC(=O)Cc1c[nH]c2ccccc12)c1nc2ccccc2[nH]1
    6 | -5 | -24 | 3 | 2 | 6 | -8 | -1 | -0.7
Cc1[nH]n(-c2nc(-c3ccccc3)cc(=O)[nH]2)c(=O)c1CCO
    0 | 8 | 34 | 4 | 2 | 3 | 3 | 6 | -0.5
CC1=CSC2=NC(=O)/C(=C/c3cccc(OC(=O)c4ccco4)c3)C(=N)N12
    2 | -3 | -21 | 6 | 2 | 12 | -6 | -10 | -0.7
CCC(=O)Nc1ccc(NC(=S)NC(=O)c2oc3ccccc3c2C)cc1
    1 | 17 | 21 | 11 | -2 | -2 | 12 | -4 | 15
CC(=O)NC(NC(C)=O)c1ccc(N(C)C)cc1
    1 | -6 | 0 | -1 | 0 | 2 | -2 | 15 | 0.0
N#CC1(NC(=O)CSc2nnc(Cc3ccccc3)o2)CCCCC1
    1 | 8 | -2 | 11 | -2 | 16 | 7 | 6 | -0.3
O=C(NCCc1ccccc1)c1ccc(Br)o1
    -1 | 1 | 1 | -3 | -2 | 5 | 6 | 10 | -1.3
CC(C)CC1(C)NC(=O)N(CC(=O)Nc2ccccc2Br)C1=O (configuration not stated)
    0 | 0 | -10 | 3 | 0 | 14 | 0 | -1 | 0.8
CC1CCc2onc(C(=O)O)c2C1 (configuration not stated)
    1 | 3 | 37 | 8 | 0 | 7 | -4 | 2 | -3.1
COc1cc2c(cc1OC)C(C)N(C(=O)c1cc3n(n1)C(C(F)(F)F)CC(c1ccco1)N3)CC2 (configuration not stated)
    5 | 3 | -8 | 3 | 3 | 8 | -6 | 14 | 3.8
COc1cccc(/C=C/C(=O)OCC(=O)NC2CCCCCC2)c1
    1 | 1 | 1 | 10 | 0 | 2 | -3 | 3 | 0.2
O=C(NCC1CCCO1)C1CCCN(S(=O)(=O)c2cc(Cl)ccc2Cl)C1 (configuration not stated)
    3 | -1 | -1 | 9 | -1 | -8 | 2 | 3 | -0.8
CCN(CCO)Cc1csc2ccc(Br)cc12
    0 | -3 | -3 | -7 | -10 | -1 | -5 | -7 | 3.7
CCC(C)(C)NC(=O)CN(C(=O)CNS(=O)(=O)c1ccc(F)cc1)c1ccc2c(c1)OCCO2
    3 | -5 | -25 | 6 | -2 | 13 | 2 | -6 | -0.5
O=C(Nc1cc(C(=O)N2CCN(c3ccccc3O)CC2)ccc1Cl)c1cccs1
    13 | 3 | -12 | 2 | 3 | 5 | -9 | -1 | -0.7
C=C(C)CN(CC)C(=O)Cn1cnc2c(oc3ccccc32)c1=O
    2 | 10 | -2 | 7 | -2 | 7 | 1 | -13 | -1.4
O=C(CCc1nc2ccccc2[nH]1)NC1CCCCC1
    1 | 13 | 14 | 6 | 0 | -3 | 2 | -14 | -0.4
CCCCSc1nc2c(c(=O)[nH]c(=O)n2C)n1CCc1ccccc1
    -1 | 1 | -58 | 5 | 0 | 1 | -7 | -9 | -0.6
Cc1ccc(CNC(=O)COC(=O)c2ccc(Cl)c(N)c2)cc1
    2 | -11 | -29 | 4 | -1 | 2 | -8 | 6 | 0.0
COC(=O)[C@]12CCCCC=C1N(Cc1ccco1)C(=O)[C@H](CC(=O)N1CCCCC1)C2
    8 | -3 | nt | nt | 4 | -2 | -4 | 3 | nt
COc1ccc(C(=O)COC(=O)/C=C/c2ccccc2)cc1
    0 | -6 | 15 | -6 | 0 | 9 | -10 | -6 | 0.5
